Screens deposited in PubChem by several laboratories.
KOR beta-arrestin-1 – KOR agonists, beta-arrestin recruitment, primary screen, cell-based, luminescence, uHTS (AID 1777) | Kappa-type opioid receptor (Homo sapiens) | KOR beta-arrestin recruitment, luminescence; higher % means a stronger effect | activation, % at 10 µM; hits with a dose series show EC50 in µM | actives 0.02% (n = 280,000); in the data active = activation above about 50%, passing the limit was not always enough; also: a part of the inactive calls stands beside numbers as strong as those of hits
NOD2 inhibition – NOD2 signaling inhibitors, cell-based, luminescence, uHTS, HEK293 (AID 1566); actives 0.63% (n = 290,000); HEK293 NOD2/NF-kB luciferase reporter, luminescence; higher % means a stronger effect; inhibition, % at 4 µM; hits with a dose series show EC50 in µM; also: many of its hits are not listed in these tables
KOR beta-arrestin-2 – KOR antagonists, beta-arrestin recruitment, cell-based, luminescence, uHTS (AID 1778); Kappa-type opioid receptor (Homo sapiens); KOR beta-arrestin recruitment, luminescence, antagonist mode; higher % means a stronger effect; one-dose inhibition, % at 10 µM; IC50 in µM for titrated hits; actives 0.091% (n = 290,000); also: strong numbers were not always called active
SIAH1 antagonists – Siah-1 peptide-binding antagonists, primary screen, biochemical, fluorescence polarization, rhodamine-plectin, uHTS (AID 1817); E3 ubiquitin-protein ligase SIAH1 (Homo sapiens); Siah-1 / rhodamine-plectin peptide fluorescence polarization; higher % means a stronger effect; displacement, % at 20 µM; hits with a dose series show IC50 in µM; actives 0.02% (n = 290,000);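 active = displacement of at least 50% at 20 µM, with a fluorescence ratio check between 0.3 and a set limit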;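 also: plate controls were Siah plus tracer with DMSO for no effect and tracer alone without Siah for full effect; strong numbers were not always called active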
NOD1 inhibition – NOD1 signaling inhibitors, primary screen, cell-based, luminescence, uHTS (AID 1578) | NOD1-driven NF-kB luciferase reporter cells, luminescence; higher % means a stronger effect | inhibition, % at 4 µM; hits with a dose series show EC50 in µM | actives 1% (n = 290,000); in the data active = inhibition mostly above about 36%, no sharp cut-off; inactive = mostly below about 34%;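 also: HEK-293T reporter cells stimulated with the NOD1 agonist gamma-tri-DAP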
Myeloid diff 2 – induction of myeloid progenitor differentiation, primary screen, cell-based, flow cytometry, MLPCN library | AID 624256, 2012 | calls only at 10 µM | ER-HoxA9 myeloid progenitors, lysozyme-GFP differentiation | actives 1% (n = 360,000);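 active = normalized GFP-positive differentiation at or above the plate's own cutoff, the solvent-only control mean plus 3 SD; inconclusive = no clear call, values can overlap the other calls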;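 also: cells exposed to compound for four days before flow analysis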
LYP inhibition – inhibitors of LYP phosphatase, biochemical, fluorescence intensity, uHTS (AID 1779). one-dose inhibition, % at 11.5 µM; IC50 in µM for titrated hits. actives 0.054% (n = 290,000). recombinant LYP phosphatase, fluorescence intensity; higher % means a stronger effect. Tyrosine-protein phosphatase non-receptor type 22 (Homo sapiens);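 also: plate controls were vehicle with enzyme for no effect and no enzyme for full effect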
HIV peptide binding – inhibitors of HIV fusion peptide binding, primary screen, biochemical, uHTS, fluorescence dequenching (AID 1986). actives 0.3% (n = 290,000). cell-free peptide binding, fluorescence dequenching, 30 min; higher % means a stronger effect. inhibition, % at 20 µM; hits with a dose series show IC50 in µM; in the data active = inhibition mostly above about 52%, no sharp cut-off; inactive = mostly below about 76%; also: some results filed as inactive read as strong as hits
Salmonella PhoP GFP – inhibitors of PhoP regulon expression, primary screen, Salmonella Typhimurium, GFP reporter (AID 1863) | one-dose inhibition, % at 50 µM; IC50 in µM for titrated hits | S. Typhimurium PhoP-regulated promoter GFP reporter, 4 h; higher % means a stronger effect | actives 0.16% (n = 300,000);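 active = inhibition over 29.93%, a cutoff 3 SD above the screen mean, later confirmed by dose response; inconclusive = inhibition over 29.93% but no dose response follow-up; inactive = inhibition at most 29.93% or unconfirmed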;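 also: 0% = low Mg2+ inducing control and 100% = high Mg2+ repressing control; strong numbers were not always called active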
Myeloid diff 2 GFP+ MAC1+ % – further read-out of Myeloid diff 2, marked with its call; GFP+ MAC1+ double positive, %; measured here: differentiation confirmed by MAC1 staining
* = called active by the depositor; i = inactive; ? = inconclusive; · = not tested or not shown; [ ] = remark or other dose. Rule as the data show it, unless noted: active = inhibition above about 50%; inactive = the rest.

SMILES | KOR beta-arrestin-1 | NOD2 inhibition | KOR beta-arrestin-2 | SIAH1 antagonists | NOD1 inhibition | Myeloid diff 2 | Myeloid diff 2 GFP+ MAC1+ % | LYP inhibition | HIV peptide binding | Salmonella PhoP GFP
COCCNC(=O)Cn1c(=O)n(CCCCCC(=O)Nc2ccccc2)c(=O)c2sccc21 | -4.9% | 3% | -28% | -6% | 22% | i | 0.3 | -5% | -1.2% | -16%
CC(C)(CCl)C(=O)Nc1ccc(OC(F)(F)F)cc1 | -8.6% | 6% | 4% | 9% | -16% | i | 0.3 | 1% | -1.1% | -5%
COc1cccc(CNC(=O)c2cccnc2Sc2ccccc2)c1 | 0.9% | -3% | 9% | 4% | -28% | i | 0.6 | -2% | -1.1% | 0%
Cc1cc(=O)oc2cc(OC(C)C(=O)NCC3CCC(C(=O)O)CC3)ccc12 (stereo not given) | 1.2% | -2% | -17%[20 µM] | -6% | 19% | i | 2.9 | -8% | -1.2% | 4%
O=C(NCc1cccs1)C1CCCN1C(=O)Nc1ccccc1 (stereo not given) | 1.4% | 8% | 24% | -1% | -10% | i | 0.0 | -12% | -1.9% | 1%
CC(C)CCC(CC(C)O)c1n[nH]c(=S)n1-c1ccccc1 (stereo not given) | 0.3% | 4% | -13% | 4% | -27% | i | 0.5 | -5% | -0.6% | 7%
O=C(N/N=C/c1cccc(O)c1)c1cc(-c2ccccc2)nc2ccccc12 | -1.8% | 8% | -12% | 13% | 2% | i | 3.0 | -3% | 1.0% | 3%
Nc1cc(N)nc(SCC(=O)Nc2ccccc2N2CCOCC2)n1 | 3.2% | -33% | -15% | -1% | -12% | i | 0.1 | -4% | 0.3% | -8%
CCCNC(=O)COC(=O)c1ccc(Cl)c(S(=O)(=O)N2CCCC2)c1 | -0.8% | 11% | -18% | -3% | -7% | i | 0.1 | -9% | -2.8% | -3%
CCCCC(=O)Nc1c(-c2cccc(OC)c2)c(=O)c2ccccc2n1C | 6.0% | 19% | 6% | -3% | 2% | i | 1.0 | -8% | -0.5% | 15%
CCN(CC)S(=O)(=O)c1ccc2c(c1)c(=O)c(C(=O)N1CCc3ccccc3C1)cn2C | 0.6% | -2% | 22% | 3% | · | i | 0.5 | -5% | -0.9% | -3%
CC(=O)c1ccc(NC(=O)C2C3C=CC(O3)C2C(=O)O)cc1 (stereo not given) | -4.7% | -2% | 12% | -2% | -12% | i | 0.8 | -6% | 1.8% | 16%
Cc1cc(Cl)cc(Cl)c1OCCOCCN(C)C | 0.1% | 19% | 13% | 0% | 1% | i | 0.3 | -10% | -1.6% | 3%
COc1ccc(Cc2nc3ccc(C(=O)N(C)CC4COCCO4)cc3o2)cc1 (stereo not given) | 5.4% | -25% | -13% | 0% | -30% | i | 0.8 | -2% | 1.5% | -1%
COc1ccccc1N1CCN(Cc2ccsc2)CC1 | 0.8% | 12% | 26% | 2% | -7% | i | 2.3 | -8% | -0.3% | 22%
CCOC(=O)CNC(=O)COc1coc(CN2CCN(Cc3ccccc3)CC2)cc1=O | 11% | 2% | -30% | -1% | 11% | i | 1.5 | -4% | 0.8% | -2%
O=c1c2ccccc2n2cnnc2n1-c1ccccc1 | -4.7% | 16% | 4% | 5% | -5% | i | 0.7 | -9% | -3.1% | -6%
COc1cnc(-c2ccccn2)nc1Sc1c(Cl)cccc1Cl | 0.2% | 11% | -33% | 1% | 41% | i | 0.4 | 1% | 0.8% | -16%
Cc1ccc(C(=O)N/C(=C/c2ccc(C(C)C)cc2)C(=O)NCCCN2CCOCC2)cc1 | 4.2% | 6% | -41% | -4% | -6% | i | 0.3 | -4% | 0.5% | -5%
Cc1ccc(Sc2nnc(Cc3ccccc3)c3ccccc23)cc1 | -0.7% | 12% | -11% | 1% | 70%* | i | 1.1 | -3% | -2.5% | -4%
COc1ccc(Br)cc1CN(C)C(C)C(=O)Nc1cccc(C(C)=O)c1 (stereo not given) | 2.5% | 7% | -4% | 20% | 21% | i | 1.0 | -5% | 0.0% | 1%
COc1cc(C2C(C#N)=C(N)N(N(C)C)C3=C2C(=O)CC(C)(C)C3)ccc1O (stereo not given) | 4.7% | 3% | 4% | -1% | -10% | i | 0.5 | -8% | -3.0% | 7%
O=C(NCc1cccs1)C(=O)NCC(c1ccco1)N1CCN(c2ccccc2F)CC1 (stereo not given) | -2.6% | 3% | -9% | 11% | -32% | i | 0.7 | 1% | 0.8% | -1%
COc1ccc(CCNc2nc(=O)[nH]nc2C)cc1OC | · | 8% | -22% | 6% | -15% | i | 0.9 | -1% | 0.5% | -7%
CCCCNC(=S)N(C)/N=C/c1ccc(OCC(=O)Nc2c(C)cc(C)cc2C)c(OC)c1 | 3.2% | 17% | -25% | 2% | -17% | i | 1.0 | 3% | 0.0% | -5%
Other compounds.
SMILES | KOR beta-arrestin-1 | NOD2 inhibition | KOR beta-arrestin-2 | SIAH1 antagonists | NOD1 inhibition | Myeloid diff 2 | Myeloid diff 2 GFP+ MAC1+ % | LYP inhibition | HIV peptide binding | Salmonella PhoP GFP
CC1C(=O)N2CCCc3cc(S(=O)(=O)N4CCN(c5ccc(F)cc5)CC4)cc1c32 (stereo not given) | 2.6% | 18% | 4% | 10% | -3% | i | 3.6 | 4% | 0.5% | 5%
COc1cnc(SCc2ccc(Cl)c(Cl)c2)nc1Cl | -1.7% | 4% | -4% | -4% | 9% | ? | · | -4% | -0.8% | 7%
Oc1ccc(-c2n[nH]c(=S)n2Cc2ccco2)cc1 | -10% | 6% | 29% | 0% | -4% | i | 14 | -6% | 0.8% | 11%
CCC(=NC(C)c1ccccc1)c1c(O)n(C)c(=O)n(C)c1=O (stereo not given) | 1.0% | 23% | 10% | 2% | 23% | i | 1.1 | 5% | 1.7% | -5%
CCCCC(CC)CNC(=O)C(=O)c1ccccc1NC(C)=O (stereo not given) | 6.0% | 3% | 27% | 10% | -11% | i | 0.8 | -2% | -1.8% | -3%
COc1ccc(-n2c(=O)c3c4c(sc3n(CC(=O)NCC3CCCO3)c2=O)CCCC4)c(OC)c1 (stereo not given) | 0.7% | 23% | 15% | 4% | -16% | i | 1.0 | -2% | 0.1% | 0%
N#Cc1cn(CC(=O)O)c2ccccc12 | 47% | 0% | -13% | 6% | -24% | i | 0.9 | -3% | -0.4% | 4%
CNS(=O)(=O)c1ccc2nc(NC(=O)/C=C/c3ccco3)sc2c1 | -3.9% | 4% | 3% | 28% | -3% | i | 2.0 | 0% | 49% | -6%
COCCSc1nnc(NC(=O)CCS(=O)(=O)Cc2ccccc2)s1 | -2.9% | -7% | 7% | 3% | -20% | ? | · | -8% | -0.2% | -1%
CN(C)CCOC(=O)Cc1ccc(Cl)cc1 | -0.5% | 16% | 21% | -1% | -7% | i | 0.3 | -8% | -0.3% | 36%
O=C(COC(=O)c1cn(-c2ccccc2)nc1-c1ccccc1)Nc1ncc(Cl)cc1Cl | -0.6% | 3% | 51% | 11% | -6% | i | 0.5 | -3% | 13% | -4%
COc1ccc(C2CC2C(C)=O)cc1 (stereo not given) | 3.6% | 1% | -29% | -2% | -46% | i | 0.4 | -7% | 0.2% | 3%
CCOC(=O)CSc1nnc(-c2ccco2)n1-c1ccccc1 | 4.2% | 16% | 8% | -1% | 17% | i | 5.3 | -7% | -1.7% | 1%
CC(=O)Nc1c(-c2ccccc2)nc2ncccn12 | -4.5% | 17% | 25% | 1% | 8% | i | 1.0 | -10% | -1.9% | 2%
CCN1CCN(c2cc(C)c3cc(NC(=O)c4cncc(Br)c4)ccc3n2)CC1 | 5.4% | 30% | -25% | -5% | -26% | i | 0.3 | -1% | 1.6% | -4%
O=C(CN1C(=O)c2ccccc2S1(=O)=O)NCCSCc1c(F)cccc1Cl | -3.5% | 11% | 8% | 9% | -22% | i | 2.4 | -9% | 0.0% | 2%
CCCc1cc(C(=O)N2CCCC(C(=O)c3ccc(Cl)cc3)C2)n(C)n1 (stereo not given) | -2.8% | 18% | -16% | -3% | -11% | i | 2.6 | -9% | -0.7% | 10%
Cc1noc(C)c1S(=O)(=O)N1CCC(C(N)=O)CC1 | 6.0% | -5% | -1% | 4% | -39% | i | 0.5 | -7% | 0.8% | -6%
CC(=O)N1CCC(C(=O)Nc2ccc(S(=O)(=O)N3CCCCC3)cc2)CC1 | 6.2% | 3% | -36% | 3% | -8% | i | 1.4 | -5% | 1.8% | -6%
Cc1ccc(C(=O)NCC(=O)OCc2csc(-c3ccccc3)n2)cc1 | 2.4% | -33% | 17% | 0% | -13% | i | 0.4 | -6% | -2.3% | 14%
O=C(CCC1N=C2c3ccccc3N=C(SCc3cccc(Cl)c3)N2C1=O)NCc1ccco1 (stereo not given) | -4.5% | 13% | 11% | 1% | 4% | i | 0.2 | 3% | 1.6% | 8%
COC(=O)C1=C(C)N(C)C(=S)NC1c1ccccc1 (stereo not given) | 0.2% | 7% | -11% | -6% | 48% | i | 1.0 | -1% | -2.4% | -7%
CCN(C(=O)CN1C(=O)S/C(=C\c2ccc(F)cc2)C1=O)C1CCS(=O)(=O)C1 (stereo not given) | -4.2% | -18% | -23% | -1% | -25% | ? | · | -5% | 0.1% | -13%

Eight of the compounds above, comma-delimited:
canonical_smiles,KOR beta-arrestin-1,NOD2 inhibition,KOR beta-arrestin-2,SIAH1 antagonists,NOD1 inhibition,Myeloid diff 2,Myeloid diff 2 GFP+ MAC1+ %,LYP inhibition,HIV peptide binding,Salmonella PhoP GFP
O=C(CN1C(=O)c2ccccc2S1(=O)=O)NCCSCc1c(F)cccc1Cl,-3.5%,11%,8%,9%,-22%,i,2.4,-9%,0.0%,2%
CCCc1cc(C(=O)N2CCCC(C(=O)c3ccc(Cl)cc3)C2)n(C)n1 (stereo not given),-2.8%,18%,-16%,-3%,-11%,i,2.6,-9%,-0.7%,10%
Cc1noc(C)c1S(=O)(=O)N1CCC(C(N)=O)CC1,6.0%,-5%,-1%,4%,-39%,i,0.5,-7%,0.8%,-6%
CC(=O)N1CCC(C(=O)Nc2ccc(S(=O)(=O)N3CCCCC3)cc2)CC1,6.2%,3%,-36%,3%,-8%,i,1.4,-5%,1.8%,-6%
Cc1ccc(C(=O)NCC(=O)OCc2csc(-c3ccccc3)n2)cc1,2.4%,-33%,17%,0%,-13%,i,0.4,-6%,-2.3%,14%
O=C(CCC1N=C2c3ccccc3N=C(SCc3cccc(Cl)c3)N2C1=O)NCc1ccco1 (stereo not given),-4.5%,13%,11%,1%,4%,i,0.2,3%,1.6%,8%
COC(=O)C1=C(C)N(C)C(=S)NC1c1ccccc1 (stereo not given),0.2%,7%,-11%,-6%,48%,i,1.0,-1%,-2.4%,-7%
CCN(C(=O)CN1C(=O)S/C(=C\c2ccc(F)cc2)C1=O)C1CCS(=O)(=O)C1 (stereo not given),-4.2%,-18%,-23%,-1%,-25%,?,·,-5%,0.1%,-13%

The list is partial; count on the stated rates, not on these rows.
